RXFP1 ag: activates the human relaxin receptor RXFP1 | Q9HBX9 | HEK293T-RXFP1 cAMP TR-FRET, 30 min; response scale: percent of porcine relaxin response, buffer zero | Potency, µM (highest dose often 57.5 µM), without a hit: at the top dose activation, actives largely listed as activators | 0.3% of 370,000 active | AID 2676; active means well fitted activation curve with a large enough effect; inconclusive means small, poorly fitted or top-dose-only effect; further: potency means the concentration at half of the fitted maximal effect; on the % scale 0 is the no-effect control and ±100 the full control effect; nearly all actives have a fitted effect of over 60% in size; many of its hits are not listed in these tables
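Agonist response is measured as cAMP accumulation in an RXFP1-transfected HEK293T line under PDE4 inhibition. Values are scaled between buffer-only and 29 nM porcine relaxin, and EC50s come from standard Hill equation fits.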
D1 potentiator: potentiators of human D1 dopamine receptor; potentiation, % at 10 µM; HEK293 TREx D1 cells, calcium flux, dopamine EC20 potentiation; P21728; 0.036% of 360,000 active; in the data active means potentiation above about 30%; further: 0% is about no effect
RXFP1 antag: RXFP1 (human) relaxin receptor antagonism | HEK293-RXFP1, relaxin-stimulated cAMP HTRF, 30 min; active compounds read low | activity change, negative = inhibition, % at 57.5 µM | 0.59% of 350,000 active | AID 1259400;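 active means activity change of -60% or lower, but not beyond a set lower limit; inconclusive means change between -60% and -40%, or beyond the set limit; inactive means change above -40%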; further: on the % scale 0 is the no-effect control and ±100 the full control effect
D1 antagonist: blocks dopamine activation of the human D1 receptor | P21728 | HEK293 TREx D1 cells, calcium flux, dopamine EC80; active compounds read low | activity change, negative = inhibition, % at 10 µM | 3.2% of 360,000 active | AID 504652; in the data active means activity change below about -30%; further: on the % scale 0 is the no-effect control and ±100 the full control effect
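Compound effects on dopamine-evoked calcium signalling were measured in tetracycline-induced HEK293 Trex D1 cells. Dopamine at EC80 followed a 180 s compound pre-read, and fluorescence was tracked kinetically for 180 s more.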
D2 PAM: positively modulates the human D2 dopamine receptor allosterically; P14416; HEK293 T-REx D2, calcium flux, EC20 dopamine potentiation; potentiation, % at 10 µM; 0.34% of 340,000 active; AID 485347;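 active means potentiation over 3 SD above the plate norm, cut at about 30% in these data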; further: 0% is about no effect
Target sequence (P14416 whole entry, looked up): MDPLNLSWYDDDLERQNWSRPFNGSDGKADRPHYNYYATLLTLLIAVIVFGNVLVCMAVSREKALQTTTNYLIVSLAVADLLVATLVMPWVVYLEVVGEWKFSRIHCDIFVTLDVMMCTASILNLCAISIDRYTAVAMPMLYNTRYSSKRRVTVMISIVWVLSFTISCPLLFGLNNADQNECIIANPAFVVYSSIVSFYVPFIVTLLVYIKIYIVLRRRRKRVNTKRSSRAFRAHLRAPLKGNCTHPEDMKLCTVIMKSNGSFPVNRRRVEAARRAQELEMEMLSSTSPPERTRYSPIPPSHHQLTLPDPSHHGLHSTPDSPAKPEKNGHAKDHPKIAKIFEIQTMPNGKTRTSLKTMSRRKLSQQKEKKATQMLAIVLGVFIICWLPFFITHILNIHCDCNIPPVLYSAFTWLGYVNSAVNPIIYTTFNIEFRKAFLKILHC
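Using a no-wash calcium dye in inducible, force-coupled HEK293 Trex cells expressing D2, we tracked fluorescence each second for 180 s after compound, then for 180 s after EC20 dopamine to detect augmented signalling.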
TRHR enhancer: TRH receptor (human) allosteric enhancement; P34981; 0.66% of 360,000 active; enhancement, % at 2 µM; AID 493056; TRHR cells, fluo-8 calcium fluorescence, EC20 TRH enhancement; in the data active means enhancement above about 30%; further: 0% is about no effect
Target sequence (P34981 whole entry, looked up): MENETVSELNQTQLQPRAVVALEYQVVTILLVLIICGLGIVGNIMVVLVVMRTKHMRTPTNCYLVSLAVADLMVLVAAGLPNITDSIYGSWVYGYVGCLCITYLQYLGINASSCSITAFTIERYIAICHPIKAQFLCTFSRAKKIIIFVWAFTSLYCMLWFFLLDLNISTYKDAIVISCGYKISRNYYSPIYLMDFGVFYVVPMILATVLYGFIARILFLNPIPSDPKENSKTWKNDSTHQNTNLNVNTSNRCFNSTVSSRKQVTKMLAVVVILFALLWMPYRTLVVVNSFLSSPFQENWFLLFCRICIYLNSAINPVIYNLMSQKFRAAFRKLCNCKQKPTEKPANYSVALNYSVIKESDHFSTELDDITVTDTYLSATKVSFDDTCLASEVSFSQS
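Enhancer read-out: after compound pinning and an initial kinetic agonist-mode read, an EC20 of TRH (10 nM final) was injected and fluo-8 calcium signal (Ex 480/Em 530) followed at 1 s/cycle for 100 cycles in TRHR-expressing cells.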
D1 ag: agonists of human D1 dopamine receptor; P21728; HEK293 T-REx D1 cells, calcium flux, agonist mode; activation, % at 2 µM; 1% of 360,000 active; in the data active means activation above about 30%; further: 0% is about no effect
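Inducible HEK293 T-REx D1 cells, force-coupled to calcium signalling, were plated at 4000 cells/well with tetracycline and held overnight at 30 C. After no-wash calcium dye loading, compound-evoked calcium rise over 180 s flagged agonists.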
D2 antagonist: antagonizes the human D2 dopamine receptor | HEK293 TREx D2 cells, calcium flux, dopamine EC80 | AID 485344 | 2% of 340,000 active | inhibition, % at 10 µM; in the data active means inhibition above about 30%; further: 0% is about no effect
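Inhibition of EC80 dopamine-driven calcium flux, recorded kinetically, defines activity here; cells are a tetracycline-induced HEK293 T-REx line expressing force-coupled D2.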
D2 agonist: activates the human D2 dopamine receptor; activation, % at 2 µM; P14416; HEK293 T-REx D2 cells, calcium flux agonist mode; AID 485358; 0.53% of 340,000 active;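 active means activation over 3 SD above normal in the single-dose calcium agonist read, cut at about 30% in these data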; further: 0% is about no effect
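Tetracycline-induced HEK293 Trex cells with D2 receptor force-coupled to calcium signaling, plated overnight at 30 C and loaded with no-wash calcium dye. Calcium flux read kinetically for 180 s after compound addition; responses flag agonists.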
The depositor's hits bear a star; ? = inconclusive; / = no result given. This is a subset. The share of hits here may be higher or lower than overall.

SMILES | RXFP1 ag | D1 potentiator | RXFP1 antag | D1 antagonist | D2 PAM | TRHR enhancer | D1 ag | D2 antagonist | D2 agonist
O=C(/C=C/c1ccccc1Cl)c1ccccc(=O)c1O | 5.4% | -3.6 | -79.1* | 9.9 | -4.8 | 0.6 | 8.5 | -11.9 | 3.2
COc1ccc(C(=O)C2CCCN(Cc3ccc(C#CCCO)cc3)C2)c(OC)c1 (stereo not given) | -0.2% | -4.0 | 4.6 | -2.3 | -30.0 | 1.7 | 9.4 | -2.2 | -0.8
CCC(/C=N/NC(=O)CCCCC(=O)N/N=C/C(CC)CC)CC | -0.1% | -4.3 | 4.2 | -3.5 | 4.3 | 0.3 | 2.6 | / | /
COCCNC(=O)[C@H]1C[C@@H]1[C@H](NP(=O)(c1ccccc1)c1ccccc1)c1ccccc1 | 0.7% | -0.4 | / | -13.8 | 7.3 | -4.4 | -2.0 | 7.3 | -0.7
Cc1ccc(S[C@@H](CCN2CC[C@H](O)CCC2=O)c2ccccc2)cc1 | -0.1% | -3.1 | / | -31.0* | 5.0 | -3.6 | 0.2 | 17.5 | 0.1
CCOP(=O)(OCC)C(Nc1ccc(F)cc1)c1ccccc1 (stereo not given) | -4.1% | -6.0 | 15.6 | -19.2 | 14.2 | 1.4 | 2.6 | -7.3 | -0.7
O=C(NCCc1nccs1)C1CCC(=O)N(Cc2cccc(C(F)(F)F)c2)C1 (stereo not given) | -0.1% | -8.8 | 5.4 | -3.3 | -6.1 | -4.9 | 0.7 | 2.9 | -0.3
COc1ccc(C(=O)Nc2ccc(/C(C)=N/NC(=O)c3ccncc3)cc2)cc1 | -0.6% | -2.1 | / | -10.3 | -5.4 | 11.8 | 1.8 | 1.4 | 0.5
COc1ccc(CCNS(=O)(=O)c2ccccc2[N+](=O)[O-])cc1OC | 1.6% | -6.7 | 2.0 | -22.0 | -5.9 | 5.7 | -2.7 | -5.5 | -0.5
CCOc1ccc2oc(=O)cc(CN3CCOCC3)c2c1 | 4.1% | -1.6 | -8.7 | -3.0 | 2.5 | -1.2 | 1.1 | -17.7 | 0.1
O=C(NCc1ccco1)C1CC(=O)N(c2ccc(O)cc2)C1 (stereo not given) | 0.8% | -3.5 | 3.6 | -22.2 | -8.3 | -7.5 | 4.9 | -20.7 | 0.8
COc1cccc(CNC(=O)CCC(=O)N2CCSc3ccccc32)c1OC | 7.8% | -6.7 | -2.4 | -0.9 | -2.7 | -3.6 | 6.1 | 0.3 | -0.1
O=C1C=C(c2ccccc2)CCC1 | 0.7% | -2.2 | / | 4.9 | -10.7 | -0.9 | -0.6 | -3.1 | -0.2
CN(C)C(CNC(=O)c1cc(S(=O)(=O)N(C)c2ccccc2)ccc1Cl)c1cccs1 (stereo not given) | 0.6% | -8.2 | -14.9 | -44.0* | -2.9 | -5.9 | 11.6 | 5.9 | 2.9
COc1ccc(CN2CCN(Cc3c[nH]c4ccccc34)CC2CCO)c(F)c1 (stereo not given) | 0.9% | -10.7 | -6.9 | -36.2* | / | 1.0 | 14.8 | / | /
CCOC(=O)c1cc(NC(=O)c2ccc(Cl)cc2)c(=O)oc1-c1ccccc1 | 0.7% | -3.6 | 11.7 | -34.6* | -13.5 | -5.3 | 3.0 | / | /
O=C(Nc1ccccc1C(=O)N1CCCCCC1)c1cccc(S(=O)(=O)N2CCOCC2)c1 | -0.4% | 4.8 | / | -6.6 | 9.9 | 6.1 | 1.6 | 5.4 | 0.0
COc1ccccc1N1CCN(S(=O)(=O)CCNC(=O)c2cc(OC)c(OC)c(OC)c2)CC1 | -1.6% | -3.7 | 11.7 | 1.9 | 6.0 | 0.8 | 0.4 | -5.8 | -0.2
Cc1cccnc1NC(=O)CCC(=O)c1cccs1 | -0.4% | 3.3 | -3.0 | -2.9 | -10.4 | -0.7 | 3.6 | 4.5 | -0.5
CC(=O)N1N=C(c2ccc(C)o2)CC1c1ccc(F)cc1 (stereo not given) | -1.6% | -1.4 | 12.2 | -14.0 | / | -2.3 | -0.2 | / | /
CN(CCC#N)C(=O)COC(=O)c1ccc(Cl)c(S(N)(=O)=O)c1 | 1.4% | -8.6 | -0.7 | 6.5 | -0.8 | -6.9 | 2.7 | 19.4 | 0.2
COc1ccc(CNc2nc3ccccc3n2C(C)C)cc1 | 0.0% | -7.0 | 1.0 | 10.0 | -3.6 | -5.5 | 0.9 | -5.4 | -0.7
CN(Cc1cc(=O)[nH]c2ccccc12)C(=O)c1ccccc1 | 0.8% | -1.2 | / | 16.2 | 9.7 | 9.3 | 0.5 | -10.1 | -0.3
O=C(CNC(=O)[C@@H]1Cc2ccccc2CN1)Nc1ccc2c(c1)OCO2 | 0.6% | 9.6 | 7.6 | -12.9 | 4.5 | -1.5 | 1.3 | -8.2 | 1.5
Cc1ccc(Cn2nc(C)c(/C=N/NC(=O)c3cccnc3)c2C)cc1 | -0.7% | -9.4 | -10.8 | / | -6.5 | -5.2 | -0.7 | 11.7 | -0.7
COc1ccc(OC)c(-c2nnc(NC(=O)C(C)Sc3nncn3C)s2)c1 (stereo not given) | 0.1% | -3.9 | -7.8 | 32.9 | 14.7 | 15.8 | 16.7 | -5.1 | -0.2
CS(=O)(=O)N(Cc1ccc(C(=O)Nc2ccccc2Sc2ccccc2)cc1)c1ccccc1 | 0.4% | 6.9 | 4.5 | 0.8 | -1.2 | 1.6 | 9.2 | -1.1 | 0.6
O=C(O)/C(=C\c1ccccc1OC(F)F)Sc1nnc(-c2ccc(F)cc2)o1 | -0.5% | -2.1 | 13.6 | -27.0 | 6.3 | 3.1 | 1.6 | -10.0 | 0.8
COc1ccc(OC)c(N=C(C)C2=C(O)COC2=O)c1 | 2.4% | -5.9 | -1.6 | 11.0 | -13.2 | -0.9 | 0.5 | 22.4 | 0.3
COc1ccc(S(=O)(=O)N(C)c2ccccc2)c2cccnc12 | 2.4% | 0.0 | 14.3 | -3.4 | 3.1 | 6.8 | 4.7 | 1.4 | 0.0
CCOC(=O)C1CCCN(S(=O)(=O)c2ccc3c(c2)CC(C)N3C(=O)C2CC2)C1 (stereo not given) | -0.7% | -4.9 | 4.1 | -12.3 | 6.0 | -2.3 | -0.3 | 0.3 | 0.0
CC1CCCCC1NCC(=O)NCc1ccc(F)cc1 (stereo not given) | -2.8% | -3.7 | -18.1 | -1.7 | / | 15.2 | 4.0 | / | /
CCOC(=O)Cc1ccc2sc(-c3ccccc3)nc2c1 | 1.4% | -9.9 | 2.5 | 0.2 | 5.4 | -0.7 | 1.8 | 32.2* | -1.0
CC(=O)Nc1ccccc1S(=O)(=O)CC1CC1(Cl)Cl (stereo not given) | 4.9% | 9.8 | -6.6 | -8.7 | -3.0 | -6.7 | 1.8 | 11.3 | 3.4
COc1ccc(CN(C)C(=O)c2cc(S(=O)(=O)Nc3ccccc3F)ccc2C)c(OC)c1 | -0.3% | 5.4 | -14.9 | -10.1 | 0.6 | 2.1 | 2.3 | -3.7 | -0.2
COc1ccc(C(=O)Nc2ccc(S(=O)(=O)Nc3onc(C)c3C)cc2)c(OC)c1 | ? | 0.8 | 26.1 | 8.5 | 4.1 | 0.1 | 0.2 | 16.1 | -0.1
CCOc1cc(CNc2ccc(O)cc2)cc(Br)c1OCc1ccccc1F | 0.1% | -6.8 | -21.3 | 12.8 | / | -4.3 | 2.7 | / | /
Cc1ccc(CNC(=O)c2ccc3c(c2)NC(=O)C(CS(=O)(=O)Cc2cccc(C)c2)N3)cc1 (stereo not given) | ? | -2.5 | -19.5 | 10.7 | 4.1 | -5.4 | 3.2 | / | 4.2
O=C(CN1CCN(Cc2ccccc2)CC1)NC(=O)NCc1ccco1 | -1.4% | -0.8 | 5.2 | 8.4 | 0.8 | -5.2 | -1.1 | -8.5 | -0.3
Fc1ccccc1Oc1nc(-c2ccncc2)nc2ccccc12 | 0.1% | 2.3 | 12.1 | 8.9 | -0.7 | 2.5 | 3.7 | 4.7 | 1.7
CCn1c(=O)n(CC)c2cc(S(=O)(=O)Nc3c(C)cccc3C)ccc21 | -2.7% | 4.2 | / | 5.6 | -2.6 | -3.6 | 1.5 | 0.8 | -2.0
Cc1ccc(CSC2=Nc3ccccc3C3=NC(CC(=O)NC4CCCCC4)C(=O)N23)cc1 (stereo not given) | 1.1% | -0.3 | 4.6 | -12.5 | -2.4 | -6.2 | 0.4 | / | -2.0
CNc1nc2c(c(=O)n(C)c(=O)n2C)n1Cc1ccccc1 | 3.8% | -6.1 | -12.8 | -20.3 | 12.1 | -1.4 | 2.4 | -4.7 | 0.3
CCOC(=O)CSc1nnc(COc2ccc3ccccc3c2)o1 | 0.0% | -3.5 | -6.9 | -1.7 | 5.8 | 0.8 | 12.0 | 34.0* | 0.2
Cc1cccc(NC(=O)[C@@H]2CCCN2C2=NS(=O)(=O)c3ccccc32)c1C | 10.7% | 2.8 | -3.4 | 4.9 | 6.0 | 2.1 | 0.4 | -7.5 | 0.0
Cc1ccc(C(C(=O)NCc2ccco2)N(C(=O)CNC(=O)c2cccs2)c2c(C)cc(C)cc2C)cc1 (stereo not given) | 0.7% | -5.4 | -14.5 | -5.9 | -5.9 | 0.0 | 3.1 | 2.6 | 1.2
Cc1ccc(S(=O)(=O)N2CCN(C(=O)CCC(=O)NCCc3ccc(F)cc3)CC2)cc1 | -1.1% | -1.3 | -11.9 | 5.5 | -2.0 | 0.0 | 0.5 | 0.2 | 0.8
COC(C(=O)Nc1ccc(C(N)=O)cc1)c1ccccc1 (stereo not given) | 2.8% | -6.8 | -1.4 | -2.2 | 1.2 | -6.1 | 4.8 | -15.3 | 1.2
CCCCC(C(=O)NC1CCCC1)N(C(=O)c1snc(C(N)=O)c1N)c1ccc(F)cc1 (stereo not given) | 4.0% | -3.0 | -6.1 | -14.2 | / | 2.9 | 1.1 | / | /
O=C(COC(=O)CNC(=O)c1ccccc1)Nc1cccc(Br)c1 | -2.2% | 2.3 | 0.1 | -5.7 | 5.1 | 2.7 | -0.1 | -0.9 | 0.5
